FAS-TE inh = FAS thioesterase (human) inhibition; P49327; recombinant FAS-TE, OMFH fluorogenic substrate, fluorescence endpoint; inhibition, % at 15 µM; actives 0.67% (n = 360,000);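 active = compounds whose normalised, plate-corrected inhibition of enzyme fluorescence in the single-dose primary screen is 50% or more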;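 note: 0% = DMSO with enzyme and 100% = substrate without enzyme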
CendR NRP1 mod = alters CendR peptide binding to human NRP-1; O14786; FAM-RPARPAR peptide binding to NRP-1, fluorescence polarization; inhibition, % at 25 µM; actives 0.85% (n = 360,000); AID 602438;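 active = inhibition or corrected inhibition above about 18%, plus a signal ratio from 0.5 to 1.5, limit read from the data, passing the limit was not always enough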; note: strong numbers were not always called active
bovine MsrA act = bovine methionine sulfoxide reductase A activation; purified bovine MsrA, absorbance read-out; activation, % at 10.6 µM; actives 0.3% (n = 360,000); AID 602163; in the data active = activation above about 7.5%;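 note: 0% = vehicle and 100% = reference activator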
MT1-MMP act inh = MT1-MMP (human) activation inhibition; P50281; actives 0.061% (n = 360,000); GFP/RFP ratio change, % at 20 µM; HT1080 RFP-PRO-GFP cells, GFP/RFP ratio fluorescence, overnight; percent of plate control window, DMSO zero;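 active = GFP/RFP ratio change of at least 30% with cell ATP level not reduced by more than half and red fluorescence within 50% of control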; note: strong numbers were not always called active
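Compound: 20 µM single dose, 1% DMSO / System: HT1080 RFP-PRO-GFP cells / Controls: DMSO and RFP-L50D-GFP cell wells / Read-out basis: GFP/RFP fluorescence ratio / Schedule: overnight compound exposure at 37 °C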
Neddylation inh = inhibitors of human cullin neddylation | actives 0.58% (n = 360,000) | P61081+Q13564 | calls only at 25 µM | TR-FRET cullin neddylation, biochemical; in the data active = inhibition above about 36%
SKN-1 block = inhibitors of C. elegans SKN-1. C. elegans VP596 Pgst-4::GFP/RFP ratio, acrylamide-induced, 24 h. inhibition, % at 21.8 µM. actives 0.49% (n = 360,000);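 active = interference check ratio from 0.5 to 1.5 plus GFP to RFP signal ratio inhibition reaching or exceeding a fixed threshold, cut at about 30% in these data, passing the limit was not always enough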; note: some compounds called inactive have numbers as strong as hits
MsrA inh = bovine MsrA inhibition; purified bovine MsrA, absorbance read-out; inhibition, % at 15.5 µM; actives 0.75% (n = 360,000); in the data active = inhibition above about 4.5%;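 note: 0% = vehicle wells with enzyme and 100% = reference inhibitor wells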
Rin1 Abl inh = blocks binding of human Rin1 to Abl; P00519+Q13671; TR-FRET Rin1/Abl binding, biochemical; inhibition, % at 7.35 µM; actives 0.4% (n = 360,000); in the data active = inhibition above about 5%, passing the limit was not always enough
eLon inh = E. coli protease La inhibition. purified E. coli Lon protease, fluorescence polarization. inhibition, % at 7.94 µM. actives 0.42% (n = 360,000). AID 602123; in the data active = inhibition above about 13%, passing the limit was not always enough;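 note: 0% = enzyme with probe and DMSO and 100% = no enzyme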
The depositor's hits bear a star; i = inactive; nt = not tested or not shown.

[1] C[C@H]1CN([C@@H](C)CO)C(=O)c2cccc(NC(=O)Nc3ccc(F)cc3)c2O[C@@H]1CN(C)Cc1ccc(C(=O)O)cc1
[2] O=S(=O)(NCCc1ccc(Cl)cc1)c1cccc2cccnc12
[3] COc1cc2c(cc1N/C=C(\C#N)c1nc(-c3ccccc3)cs1)oc1ccccc12
[4] Cc1ccc2c(cnn2C(=O)CCC(=O)N2CCCCC2)c1
[5] CC1CN(C2CCN(S(=O)(=O)c3ccccc3)CC2)CC(C)O1 (stereo not drawn)
[6] CC(C)(C)C1CCc2onc(C(=O)NCc3ccc(F)cc3)c2C1 (stereo not drawn)
[7] O=C(O)CNc1nc(-c2ccccc2)c2cc([N+](=O)[O-])ccc2n1
[8] O=C(C#Cc1ccccc1)c1ccccc1
compound no.,1,2,3,4,5,6,7,8
FAS-TE inh,-11,8,7,2,-8,29,-1,14
CendR NRP1 mod,6,-10,126,5,-12,4,-9,-8
bovine MsrA act,-3,-3,-3,-3,-2,0,-1,-4
MT1-MMP act inh,0,-3,-7,-3,1,6,0,6
Neddylation inh,i,i,i,i,i,i,i,i
SKN-1 block,2,18,-9,0,21,-1,-4,33
MsrA inh,-0.3,-0.2,-1.0,-0.3,-0.3,0.3,1.1,1.5
Rin1 Abl inh,4,3,-1,0,0,-2,0,3
eLon inh,0,3,-7,1,3,-2,-4,-10

Down the list, from the results shown:
Compounds 1–7 in MT1-MMP act inh: 0, -3, -7, -3, 1, 6, 0
Compounds 1–7 in Neddylation inh: i, i, i, i, i, i, i
Compounds 1–7 in SKN-1 block: 2, 18, -9, 0, 21, -1, -4

The listing continues:
[9] Cc1c(NC(=O)COC(=O)c2ccc(Br)o2)c(=O)n(-c2ccccc2)n1C
[10] Cc1cccc(NC(=O)c2cccc(C(=O)Nc3cccc(C)n3)c2)n1
[11] COc1ccc(C2CC(=O)Oc3cc(OC)ccc32)cc1 (stereo not drawn)
[12] C=CCn1c(SCC(=O)NC2CCS(=O)(=O)C2)nnc1-c1cc2c(s1)CCC(CC)C2 (stereo not drawn)
[13] CCOc1cccc(C(=O)Nc2ccncc2)c1
[14] O=C(c1cccc(C(F)(F)F)c1)N1CCC(=O)N(C(CO)Cc2ccccc2)CC1 (stereo not drawn)
[15] CO/N=C(\C)c1ncc(C(F)(F)F)cc1N1CCOCC1
[16] CN(CC1CCOCC1)C(=O)CC1C(=O)NCCN1Cc1ccc(Cl)c(F)c1 (stereo not drawn)
compound no.,9,10,11,12,13,14,15,16
FAS-TE inh,0,-1,3,4,-7,-15,0,1
CendR NRP1 mod,-3,0,-2,7,-5,7,1,-5
bovine MsrA act,-2,-3,0,-4,-1,-2,-3,-3
MT1-MMP act inh,-2,-3,4,4,-2,1,-4,2
Neddylation inh,i,i,i,i,i,i,i,i
SKN-1 block,-2,3,-13,1,-6,-3,-11,9
MsrA inh,-1.0,0.7,-0.2,-0.2,-0.1,-0.6,1.2,0.3
Rin1 Abl inh,-2,1,-4,1,-4,3,-2,4
eLon inh,3,-13,2,-2,-2,-8,-1,1

[17] CCCC(=O)Nc1ccc(C(=O)Nc2nnc(COCC)s2)cc1
[18] Cc1ccc(C(=O)Nc2nc(C(N)C(C)C)cs2)cc1 (stereo not drawn)
[19] COc1cc(CNc2ncnc3c2ncn3[C@H]2CN(Cc3ccc(-c4ccccc4)cc3)C[C@@H](CO)O2)cc(OC)c1OC
[20] CC12CC3(C)CC(C)(C1)CC(C(=O)NCc1cccnc1)(C2)C3
[21] O=c1oc2ccccc2c2c1ncn2-c1ccccc1
[22] O=C(NCCC1=CCCCC1)c1ccc(F)c(S(=O)(=O)N2CCOCC2)c1
[23] O=P1(c2ccccc2)C=Cn2c1cc1c2CCCC1 (stereo not drawn)
[24] CN(C)CCCN(C(=O)c1ccc2ccccc2c1)c1nc2cc3c(cc2s1)OCO3
compound no.,17,18,19,20,21,22,23,24
FAS-TE inh,-3,-9,12,-1,-3,-3,-5,4
CendR NRP1 mod,-20,-18,-15,12,-3,14,-6,14
bovine MsrA act,1,-1,-6,-1,-4,1,-2,-4
MT1-MMP act inh,6,-8,6,-3,3,5,0,-2
Neddylation inh,i,i,i,i,i,i,i,i
SKN-1 block,-5,8,21,2,-8,4,14,-18
MsrA inh,-0.4,-0.8,1.4,1.1,0.1,-0.8,-0.3,2.2
Rin1 Abl inh,5,1,-1,4,-3,0,0,-4
eLon inh,6,-5,7,-15,12,-2,-4,-6

[25] CCOC(=O)c1nc(-c2ccccc2)oc1N1CCOCC1
[26] O=[N+]([O-])c1cc(-c2cccnc2)n[nH]1
[27] O=C(Nc1nnc(C2CC2)s1)C1COc2ccccc2O1 (stereo not drawn)
[28] CC(C)(C)Cc1nnc(NC(=O)CN2C(=O)c3ccccc3C2=O)s1
[29] OCCN(Cc1ccccc1)CC(O)COc1ccc2c(c1)OCO2 (stereo not drawn)
[30] O=C(COC(=O)c1n[nH]c2ccccc12)c1cc(F)ccc1F
[31] CCN(CC)c1ccc2cc(-c3nc4ccccc4[nH]3)c(=O)oc2c1
[32] O=C(c1ccco1)N1CCN(S(=O)(=O)c2ccc3c(c2)OCCO3)CC1
compound no.,25,26,27,28,29,30,31,32
FAS-TE inh,5,-4,-4,-7,2,-6,-171,-1
CendR NRP1 mod,0,8,1,-6,5,-3,132,-3
bovine MsrA act,-5,-2,-10,-3,-1,0,0,1
MT1-MMP act inh,-1,1,-2,3,3,0,-409,-1
Neddylation inh,nt,i,i,i,i,i,i,i
SKN-1 block,18,5,-12,11,-2,16,-34,10
MsrA inh,2.0,-0.8,-0.1,-0.3,1.7,-0.9,nt,0.2
Rin1 Abl inh,0,0,1,-3,7,-5,-20,3
eLon inh,-4,-7,-2,-1,-3,-4,-193,1

One compound at a time, from the list above. Order of values: FAS-TE inh | CendR NRP1 mod | bovine MsrA act | MT1-MMP act inh | Neddylation inh | SKN-1 block | MsrA inh | Rin1 Abl inh | eLon inh
`O=[N+]([O-])c1cc(-c2cccnc2)n[nH]1` across the screens: -4 | 8 | -2 | 1 | i | 5 | -0.8 | 0 | -7
`CCOC(=O)c1nc(-c2ccccc2)oc1N1CCOCC1` across the screens: 5 | 0 | -5 | -1 | nt | 18 | 2.0 | 0 | -4
`O=C(COC(=O)c1n[nH]c2ccccc12)c1cc(F)ccc1F` across the screens: -6 | -3 | 0 | 0 | i | 16 | -0.9 | -5 | -4
`CC(C)(C)Cc1nnc(NC(=O)CN2C(=O)c3ccccc3C2=O)s1` across the screens: -7 | -6 | -3 | 3 | i | 11 | -0.3 | -3 | -1
`O=C(Nc1nnc(C2CC2)s1)C1COc2ccccc2O1` (stereo not drawn) across the screens: -4 | 1 | -10 | -2 | i | -12 | -0.1 | 1 | -2

More records
[33] NS(=O)(=O)c1ccc(NN=C2CCN(Cc3ccccc3)CC2)c([N+](=O)[O-])c1
[34] c1ccc(Nc2ccnc(Nc3ccccc3)n2)cc1
[35] Cc1cccc(NC(=O)c2cc(NC(=O)C3CC=CCC3C(=O)O)ccc2N2CCOCC2)c1 (stereo not drawn)
[36] Cc1cccc(-c2noc(CCC(=O)Nc3ccc(C(N)=O)cc3)n2)c1
[37] Cc1ccc(NC(=O)CSc2n[nH]c(=O)n2C2CC2)cc1S(=O)(=O)N1CCOCC1
[38] Nc1nc(-c2ccc3c(c2)CCC(=O)N3)cs1
[39] O=C1C2CCCN2C(c2ccccc2)N1c1ccc(F)cc1 (stereo not drawn)
[40] C/C(=N\N1CCN(c2ccccc2)CC1)c1ccccc1O
compound no.,33,34,35,36,37,38,39,40
FAS-TE inh,6,16,-6,-10,-16,-6,-2,3
CendR NRP1 mod,0,14,1,5,-3,8,-4,5
bovine MsrA act,7,-6,0,0,-2,-2,-1,-2
MT1-MMP act inh,-4,0,3,6,6,3,2,1
Neddylation inh,i,i,i,i,i,i,i,i
SKN-1 block,-10,-6,1,-3,5,2,21,19
MsrA inh,0.0,1.1,0.1,-0.9,-0.2,-0.9,-1.0,-0.4
Rin1 Abl inh,-6,-2,1,-2,-2,-1,-1,1
eLon inh,-15,3,-4,-1,-6,-4,2,2

Retrieved by structure from the entries so far:
[5] CC1CN(C2CCN(S(=O)(=O)c3ccccc3)CC2)CC(C)O1 (stereo not drawn)
[17] CCCC(=O)Nc1ccc(C(=O)Nc2nnc(COCC)s2)cc1
[16] CN(CC1CCOCC1)C(=O)CC1C(=O)NCCN1Cc1ccc(Cl)c(F)c1 (stereo not drawn)
[29] OCCN(Cc1ccccc1)CC(O)COc1ccc2c(c1)OCO2 (stereo not drawn)
compound no.,5,17,16,29
FAS-TE inh,-8,-3,1,2
CendR NRP1 mod,-12,-20,-5,5
bovine MsrA act,-2,1,-3,-1
MT1-MMP act inh,1,6,2,3
Neddylation inh,i,i,i,i
SKN-1 block,21,-5,9,-2
MsrA inh,-0.3,-0.4,0.3,1.7
Rin1 Abl inh,0,5,4,7
eLon inh,3,6,1,-3

Next results follow.
[41] Nc1ccc(-c2nc3ncccc3o2)c(Cl)c1
[42] Cc1ccc(-n2c([O-])nc(-[n+]3ccccc3)c2C=O)cc1
[43] Cc1cccc(CNc2ncnc3ccc(-c4cccnc4)cc23)c1
[44] CC(=O)Nc1ccc(S(=O)(=O)N2CCNC(=O)C2)cc1
[45] Cc1ccc([C@H]2C[C@@H](n3cc(C4CC4)nn3)[C@H](O)CN2C(=O)C2CCCCC2)cc1
[46] CCOC(=O)c1cc(S(=O)(=O)NCCc2ccc(OC)c(OC)c2)cn1C
[47] COc1ccc(C2=NOC(C(=O)NCc3ccco3)C2)cc1OC (stereo not drawn)
[48] COCCC(=O)N1CCC(Oc2ccc(C(=O)NCCSC)cc2)CC1
[49] CCCCN(C(=O)CSc1nnc(-c2ccccc2)n1C)c1c(N)n(Cc2ccccc2)c(=O)[nH]c1=O
[50] COc1ccc(C(=O)N2CCCC(C)(C(=O)NS(=O)(=O)C3CC3)C2)cc1 (stereo not drawn)
[51] COc1ccc(O)c(-c2[nH]ncc2C(=O)c2ccccc2)c1
compound no.,41,42,43,44,45,46,47,48,49,50,51
FAS-TE inh,-9,-12,3,-10,-4,-4,-4,-4,-9,-4,-63
CendR NRP1 mod,-1,-2,-4,14,-7,4,9,5,13,-2,-7
bovine MsrA act,-10,-4,0,-1,-3,0,3,0,-6,-1,-1
MT1-MMP act inh,3,5,2,7,2,-2,4,-1,1,-2,-7
Neddylation inh,nt,i,i,i,i,i,i,i,i,i,i
SKN-1 block,4,5,-6,1,1,1,14,8,1,18,-6
MsrA inh,6.0*,-0.2,-0.2,-0.9,-0.7,0.8,-1.3,-0.3,0.7,0.5,0.7
Rin1 Abl inh,1,3,1,0,2,0,3,-3,1,0,-4
eLon inh,0,-5,-7,-10,-6,-2,-1,-6,0,-1,-4

Screens from PubChem.
